Assay outcomes as filed in PubChem.
SENP7 inh: SENP7 protease inhibition. 330,000 compounds, 1.5% hits. Q9BQF6. inhibition, % at 5 µM. recombinant SENP7, Z-RLRGG-aminoluciferin luminescence, 40 min;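 active means inhibition above about 50% at the single test dose, limit read from the data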;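 further: plate controls were DMSO with enzyme for no effect and no enzyme buffer wells for full effect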
Target sequence (Q9BQF6 706-1050 limits assumed): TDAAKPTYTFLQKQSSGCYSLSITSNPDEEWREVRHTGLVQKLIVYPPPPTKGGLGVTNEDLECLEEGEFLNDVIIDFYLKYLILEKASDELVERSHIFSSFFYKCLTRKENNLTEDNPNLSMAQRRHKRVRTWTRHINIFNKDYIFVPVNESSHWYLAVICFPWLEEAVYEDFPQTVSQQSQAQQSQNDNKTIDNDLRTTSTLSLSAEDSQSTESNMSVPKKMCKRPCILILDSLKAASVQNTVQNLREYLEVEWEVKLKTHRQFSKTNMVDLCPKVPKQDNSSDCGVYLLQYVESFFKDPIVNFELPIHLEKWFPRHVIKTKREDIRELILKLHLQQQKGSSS
PfGluPho inh: PfG6PD (Plasmodium falciparum) enzyme inhibition | PfGluPho enzyme, NADPH resazurin-diaphorase fluorescence | inhibition, % at 20 µM | 350,000 compounds, 0.78% hits;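 active means inhibition reaching at least a set limit at 20 µM in the primary screen, cut at about 59% in these data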;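 further: 0% = DMSO wells with substrate and 100% = DMSO wells lacking glucose-6-phosphate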
SENP6 block: SENP6 protease inhibition. Q9GZR1. Recombinant SENP6 catalytic domain, aminoluciferin luminescence. inhibition, % at 10 µM. 330,000 compounds, 1.8% hits. AID 2599;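 active means inhibition above about 50% at the single tested dose, limit read from the data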;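 further: plate controls were DMSO wells with enzyme for no effect and DMSO wells lacking enzyme for full effect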
UBC13 inh: inhibitors of human UBC13 polyubiquitin chain formation. P61088. TR-FRET. inhibition, % at 20 µM. 330,000 compounds, 0.47% hits; in the data active means inhibition above about 45%, passing the limit was not always enough
Target sequence (P61088 whole entry, looked up): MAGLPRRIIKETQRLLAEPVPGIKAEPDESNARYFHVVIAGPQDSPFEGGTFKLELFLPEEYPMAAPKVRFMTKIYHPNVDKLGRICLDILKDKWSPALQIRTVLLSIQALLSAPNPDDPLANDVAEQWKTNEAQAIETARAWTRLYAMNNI
SENP1 inh: blocks the human SENP1 SUMO protease catalytic domain | 360,000 compounds, 0.21% hits | AID 624204 | inhibition, % at 10 µM | recombinant SENP1 catalytic domain, CyPet-SUMO1-YPet FRET cleavage | Q9P0U3;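 active means inhibition at least 30% at 10 µM, raw YFP signal under a set limit, fluorescence ratio 0.5 to 1.5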;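 further: 0% = enzyme with DMSO and 100% = no enzyme wells; some results filed as inactive read as strong as hits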
Target sequence (Q9P0U3 419-644 limits assumed): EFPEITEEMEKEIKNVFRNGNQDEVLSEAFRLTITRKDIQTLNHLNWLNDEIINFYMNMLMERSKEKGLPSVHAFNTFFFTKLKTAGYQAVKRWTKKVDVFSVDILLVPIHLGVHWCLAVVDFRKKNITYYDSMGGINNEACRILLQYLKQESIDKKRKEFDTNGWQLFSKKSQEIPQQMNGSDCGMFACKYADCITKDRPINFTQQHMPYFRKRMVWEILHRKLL
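Test system: hSENP1 catalytic domain, recombinant; Amount: 20 pM final SENP1 enzyme; Medium: Tris pH 8 buffer plus EDTA, NaCl, BME, BSA, NP40, catalase; Schedule: 50 min enzyme reaction, room temperature, light-protected; Technique: FRET fluorescence in CFP and YFP emission channels; Controls: no-enzyme wells low, DMSO-plus-enzyme wells high control.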
SENP8 block-1: SENP8 (human) protease inhibition; recombinant SENP8, Nedd8 substrate fluorescence; AID 602440; inhibition, % at 20 µM; 360,000 compounds, 0.64% hits; Q96LD8; in the data active means inhibition mostly above about 40%, no sharp cut-off; inactive means mostly below about 27%
Target sequence (Q96LD8 whole entry, looked up): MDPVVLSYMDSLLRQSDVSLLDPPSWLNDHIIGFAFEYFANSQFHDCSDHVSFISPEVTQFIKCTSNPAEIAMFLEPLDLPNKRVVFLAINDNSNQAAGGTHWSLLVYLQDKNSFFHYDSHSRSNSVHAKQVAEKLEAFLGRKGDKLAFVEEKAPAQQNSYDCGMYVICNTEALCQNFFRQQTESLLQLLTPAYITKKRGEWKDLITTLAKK
beta cell repl: induces beta-cell replication in MIN6 cells. AID 2380. 330,000 compounds, 0.29% hits. proliferation, % at 10 µM. MIN6 cells proliferation, ATPlite luminescence, 48 h; cells starved in 0.2% serum; 100% = growth in 10% serum;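 active means compounds whose signal lies at least 3.5 SD above the mean of all wells on their plate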;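 further: 0% = DMSO-treated cells in low-serum medium and 100% = 10% serum control; some compounds called inactive have numbers as strong as hits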
HKDC1 inhibitor: blocks human hexokinase HKDC1 activity. recombinant HKDC1, G6PDH/diaphorase resazurin coupled fluorescence. inhibition, % at 20 µM. 340,000 compounds, 0.16% hits;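 active means inhibition above about 35% when tested at 20 µM, limit read from the data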;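 further: plate controls were DMSO wells with enzyme for no effect and DMSO wells lacking enzyme for full effect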
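Material: recombinant HKDC1 hexokinase; Amount: HKDC1 at 5 µg/mL; Medium: Tris pH 8.0 buffer with MgCl2, Tween-20, BSA, BME; Schedule: 90 min reaction incubation at room temperature, dark; Technique: coupled resazurin fluorescence, excitation 525 nm, emission 613 nm.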
SENP8 block-2: blocks the human protease SENP8; purified SENP8, Z-RLRGG-aminoluciferin cleavage, luminescence; 330,000 compounds, 1.2% hits; Q96LD8; AID 2540; inhibition, % at 10 µM; in the data active means inhibition above about 50%
* hit, by the source's call; x = no result given; & = joins results of further samples.

SMILES,SENP7 inh,PfGluPho inh,SENP6 block,UBC13 inh,SENP1 inh,SENP8 block-1,beta cell repl,HKDC1 inhibitor,SENP8 block-2
OCCNc1nc(N2CCCC2)nc(N2CCCC2)n1,0,-7,-24,8,-1,17,1,-7,-3
CC(C)=CCN1CCN(Cc2ccc3nsnc3c2)CC1CCO (stereo not drawn),-3,-5,-5,-7,1,17,-2,-5,-8
c1ccc(-n2ncc3c(N4CCN(c5ccccn5)CC4)nc(N4CCCCCC4)nc32)cc1,-6,10,-14,0,-2,-20,-7,-9,-10
CSC(=NC#N)N1CCN(c2ccc(Cl)cc2)CC1,5,-6,2,1,-1,6,-4,-4,2
CC(C)c1ccc(NC(=S)NNc2ccc(Cl)c(C(=O)O)c2)cc1,3,-38,-7,6,0,22,-4,-5,3
CC(C)(C)NC(=O)COC(=O)c1ccc2c(c1)C(=O)N(Cc1ccco1)C2=O,0,9,-13,0,-1,1,0,-7,2
CN(C(=O)COc1ccc(Cl)cc1Br)C1CCCCC1,-3,-19,-14,10,0,5,6,3,-4
CCCCOc1cc(C(=O)NCCN(CC)CC)c2ccccc2n1,-1&4,-15&-9,-14&-6,25&25,0&1,-117&-88,-4&-1,-3&0,8&-3
Cc1cc(-c2cccc([N+](=O)[O-])c2)nc2ccccc12,-3,9,-9,1,0,11,-2,-5,1
CN(C)c1ccc(C(=O)NCc2ccc3c(c2)OCO3)cc1,7,4,6,-3,2,9,3,0,10
Cc1sc2cc(-c3cccc([N+](=O)[O-])c3)c(-c3cccc([N+](=O)[O-])c3)c[n+]2c1C,7,-5,17,-5,0,12,0,-11,1
Cn1cccc1Cc1nnc(SCC(=O)Nc2ccc(F)cc2)n1CCc1ccccc1,-7,-4,-19,3,2,-5,-5,1,-12
CC1CC(C)CN(C(=O)COC(=O)c2ccc3c(c2)C(=O)N(Cc2ccco2)C3=O)C1 (stereo not drawn),0,6,8,-5,1,4,1,-2,3
Clc1ccc(SCCn2cncn2)cc1,2,-6,-5,5,3,12,-2,-2,0
CN(CC(=O)NCc1ccccn1)S(=O)(=O)c1cc(Cl)ccc1Cl,-9,-5,-1,-5,1,1,-2,-1,2
O=C(COC(=O)c1ccc(Cl)nc1)NCCC1=CCCCC1,-3,-4,-2,-5,-3,3,-2,-4,8
COCC(C)n1c(C)cc(C(=O)CN2C(=O)NC3(CCCCC3C)C2=O)c1C (stereo not drawn),-1,7,-8,-3,-1,6,0,0,-13
CCc1ccc(NC(=O)CCc2nc3cccnc3n2Cc2ccc(OC)cc2)cc1,-5,6,-3,4,-3,12,-1,3,1
O=C1CN(C(=O)c2ccccn2)c2ccccc2N1,-5,-4,-2,7,0,-8,-1,-1,-1
COc1ccccc1NC(=O)C1CCN(C(=O)C2CC(=O)N(c3ccc(C)cc3)C2)CC1 (stereo not drawn),4,2,-5,6,0,2,0,-3,-3
CC(=O)c1ccc(OCc2cc(C(=O)N(C)Cc3ccon3)no2)cc1,-6,-16,5,-12,2,0,-1,0,-8
O=C(NNC(=O)C1CCCN(c2ncccn2)C1)c1ccncc1 (stereo not drawn),2,11,7,-4,3,-26,0,-13,3
COC(=O)c1ccc(OCC(=O)c2ccccc2)cc1,57*,-4,35,6,2,14,-1,-1,26
CCOC(=O)CSc1nc(-c2ccncc2)ccc1C#N,-6,8,-10,11,12,-293,-4,2,-6
CCCCOC(=O)Cn1c(=O)n(CC(=O)OCCCC)c2ccccc21,-7,-9,-1,2,4,19,0,-1,1
Cc1ccc(OCC(=O)N(Cc2ccccc2)C2CCS(=O)(=O)C2)c([N+](=O)[O-])n1 (stereo not drawn),2,-1,-8,0,1,24,-2,-8,-3
COc1ccc(Nc2nc(NCCCN3CCOCC3)nc(N)c2[N+](=O)[O-])cc1,-6,1,-20,-6,8,25,0,0,-1
OCCN1CCN(c2cc(C(F)(F)F)nc3c(F)cccc23)CC1,-6,-4,-11,-2,2,14,-2,2,-5
CCN(CC)CC(C)CNC(=O)C1(O)c2ccccc2NC(=O)N1c1ccc(Cl)c(Cl)c1 (stereo not drawn),-21,5,11,7,1,18,-3,-2,0
CCc1nc(SCC(=O)c2ccccc2)c2ccccc2n1,3,24,-3,11,-166,-12,-3,1,-9
CCOC(=O)c1sc(NCc2ccco2)c(-c2nc3ccccc3s2)c1N,8,21,9,-21,-24,-41,-5,-4,0
COC(=O)c1ccccc1NC(=O)Nc1ccc(C(=O)N2CCCC2)cc1,9,-7,13,3,-1,14,0,-8,11
CC(c1ccccn1)C(C)(O)C(C)c1ccccn1 (stereo not drawn),x,1,x,x,-2,-22,x,-4,x
COc1ccccc1Nc1nc(-c2sc(N)nc2C)cs1,8,8,2,-12,-10,3,-5,-3,-3
O=S(=O)(Nc1cccc(-c2cn3cccnc3n2)c1)c1ccc(F)cc1,-4,-14,7,9,1,-276,0,1,-5
Cc1ccc(N(O)C(C)(C)C)cc1,x,72*,x,x,1,36,x,2,x

Four of the compounds above, field by field:
CCCCOC(=O)Cn1c(=O)n(CC(=O)OCCCC)c2ccccc21
  SENP7 inh: -7
  PfGluPho inh: -9
  SENP6 block: -1
  UBC13 inh: 2
  SENP1 inh: 4
  SENP8 block-1: 19
  beta cell repl: 0
  HKDC1 inhibitor: -1
  SENP8 block-2: 1
Cc1ccc(OCC(=O)N(Cc2ccccc2)C2CCS(=O)(=O)C2)c([N+](=O)[O-])n1 (stereo not drawn)
  SENP7 inh: 2
  PfGluPho inh: -1
  SENP6 block: -8
  UBC13 inh: 0
  SENP1 inh: 1
  SENP8 block-1: 24
  beta cell repl: -2
  HKDC1 inhibitor: -8
  SENP8 block-2: -3
COc1ccc(Nc2nc(NCCCN3CCOCC3)nc(N)c2[N+](=O)[O-])cc1
  SENP7 inh: -6
  PfGluPho inh: 1
  SENP6 block: -20
  UBC13 inh: -6
  SENP1 inh: 8
  SENP8 block-1: 25
  beta cell repl: 0
  HKDC1 inhibitor: 0
  SENP8 block-2: -1
OCCN1CCN(c2cc(C(F)(F)F)nc3c(F)cccc23)CC1
  SENP7 inh: -6
  PfGluPho inh: -4
  SENP6 block: -11
  UBC13 inh: -2
  SENP1 inh: 2
  SENP8 block-1: 14
  beta cell repl: -2
  HKDC1 inhibitor: 2
  SENP8 block-2: -5

Next structures follow.
SMILES,SENP7 inh,PfGluPho inh,SENP6 block,UBC13 inh,SENP1 inh,SENP8 block-1,beta cell repl,HKDC1 inhibitor,SENP8 block-2
CC(C)C1NCCc2c1sc1ccccc21 (stereo not drawn),0,18,4,9,3,43*,-3,2,-2
NC(=O)CC(NC(=O)c1cccc(Br)c1)c1ccc(N2CCC(N3CCCC3)CC2)c([N+](=O)[O-])c1 (stereo not drawn),1,3,4,-7,0,17,-1,-5,7
CCN1C(=O)[C@H]2[C@@H](c3ccc(-c4ccc(Cl)c(Cl)c4)cc3)N3CCCC[C@@]3(C(=O)OC)[C@H]2C1=O,-6,15,-15,-8,-1,13,-7,0,-11
CCC(C)(C)NC(=O)CN(Cc1cccs1)C(=O)CCC(=O)Nc1nccs1,2,-6,-23,0,2,15,-2,-3,3
Cc1nc2ccccc2n1/N=C/c1ccc([N+](=O)[O-])o1,2,26,19,1,2,42*,-4,0,14
COc1ccc(CCNC(=O)CN(c2ccc(OC)c(OC)c2)S(C)(=O)=O)cc1OC,6,-2,5,1,2,0,0,-5,6
CSc1ccc(NC(=O)C(C)N2CCN(C)CC2)cc1 (stereo not drawn),5,5,19,3,3,10,-1,2,-4
COc1ccccc1C(=O)Nc1ccc(-c2nnn(CC(=O)N3CCN(C(=O)c4ccco4)CC3)n2)cc1,-2,12,8,3,1,5,-2,-2,6
CC(C)C[C@@H](CNCC(=O)[C@H](Cc1c[nH]c2ccccc12)NC(=O)c1[nH]cnc1C(=O)N[C@H](CN)CC(C)C)NC(=O)c1nc[nH]c1C(=O)N[C@@H](CC(=O)O)C(=O)O,x,7,x,x,-58,-91,x,8,x
COc1ccc(-c2cn(-c3ccccc3)c(=S)[nH]2)cc1OC,28,39,27,2,-13,6,-4,6,20
COC(=O)c1sc(NC(=O)CN2CCN(c3cccc(Cl)c3)CC2)c(C(=O)OC)c1C,x,-3,x,x,1,12,x,3,x
Cc1ccc(S(=O)(=O)NNC(=O)c2sc3nc(C)cc(C)c3c2-n2cccc2)cc1,5,-65,-12,-2,0,-6,2,5,-1
Cc1cc(C)c(-c2csc(NC(=O)C3=COCCO3)n2)cc1C,-6,15,-14,2,3,-1,-7,6,-2
Cc1ccc(NC(=O)COC(=O)c2cccnc2)c(C)c1,10,2,-1,1,-9,3,-2,-8,2
Cc1ccc(-c2cccc(C3CC=CC4C3C(=O)N(Cc3ccccc3)C4c3ccc(C(F)(F)F)cc3)c2)cc1 (stereo not drawn),7,-3,-10,-17,0,0,-7,-2,0
COc1ccc(CCNC(=O)CSc2ccc(-c3cccs3)nn2)cc1OC,7,-9,-11,-15,3,7,0,2,9
CS(=O)(=O)c1ccc(Oc2ccc(-c3nnco3)cc2)c([N+](=O)[O-])c1,-12,-22,-10,-14,2,18,-5,7,-3
CCOC(=O)C(=O)Nc1ccc(S(=O)(=O)Nc2nccs2)cc1,3,-19,20,5,-1,11,-2,-2,4
O=C(C1CCN(S(=O)(=O)c2ccc(Cl)s2)CC1)N1CCN(c2ccccc2)CC1,x,11,x,x,3,10,x,6,x
Cc1ccc(OCc2nc(-c3ccccn3)n[nH]2)cc1,-5,-24,-17,-26,1,13,-1,2,-12
COC/C=C/C1=CC2=CC(=O)C(C)(OC(=O)CCC(=O)OC)C(=O)C2=CO1 (stereo not drawn),7,x,-4,-45,x,x,-3,x,-2
CCCN1CCN(C(=S)Nc2ccc(S(N)(=O)=O)cc2)CC1,1,6,16,6,5,10,-4,4,2
Cc1cccc(Nc2nnc(SC3CCOC3=O)s2)c1C (stereo not drawn),6,-1,18,17,1,12,-1,-6,8
O=C(NCC1CCCN1S(=O)(=O)c1cccs1)C(=O)Nc1ccc(F)cc1F (stereo not drawn),10,-4,-11,-1,-6,-16,4,0,-8
CC(C)Cn1c(CN2CCCCC2C)nc2c1c(=O)n(C)c(=O)n2C (stereo not drawn),6,8,-2,1,-2,-2,-5,-6,3
CC1=C(C#N)C(c2ccoc2)C(C(=O)OCc2ccccc2)=C(N)S1 (stereo not drawn),-11,-1,-12,2,-10,8,-1,-5,-1
CCOC(=O)c1sc(=S)n(CC)c1NC(=O)CC,3,-5,-7,-1,0,-1,1,-8,7
O=C(Nc1ccccc1C(=O)O)c1cc(S(=O)(=O)N2CCCCC2)c(Cl)cc1Cl,8,-27,-9,-5,0,10,-3,1,-3
O=c1[nH]c2ccc(NC(=S)Nc3ccccc3)cc2[nH]1,0,2,18,-3,-43,-11,-3,-10,6
CC(C)(C)OC(=O)NCCCC[C@H](NC(=O)c1[nH]cnc1C(=O)N[C@@H](Cc1ccccc1)C(=O)OC(C)(C)C)C(=O)OC(C)(C)C,14,31,8,-73,1,19,-8,3,6
CC(Sc1nnc(-c2ccc(OC(F)F)cc2)o1)C(=O)NCC1CCCO1 (stereo not drawn),1,-3,-4,0,1,8,0,-7,-6
O=C(Cn1cc2c(n1)CCCCC2)NCc1cccs1,-7,-1,-7,-1,3,19,-4,-1,-4
CCN(C(=O)CCNC(=O)Cn1cnc2ccccc2c1=O)c1ccccc1F,-16,1,-7,-4,1,6,0,-2,-8
CCOc1ccc(S(=O)(=O)NCCC(=O)N(C)Cc2ccc(C)o2)cc1,5,4,-3,2,2,6,11,6,2
O=C(CSCc1ccc(Cl)cc1)N/N=C/c1c(Cl)cccc1Cl,x,8,x,x,2,8,x,-11,x
